PNC assembly inh: blocks assembly of the perinucleolar compartment | PC3M PTB-GFP, PNC prevalence imaging, 16 h; stronger effect = lower value | AID 2417 | 140,000 compounds, 3.1% hits | activity change (PNC), negative = inhibition, % at 10 µM;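 active = readout at or below -70, meaning at least 70% loss of cells showing the perinucleolar compartment, a nuclear body marking cancer cells; inconclusive = readout between -30 and a set limit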;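 also: plate controls were DMSO wells for no effect and camptothecin positive control wells for full effect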
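Read-out is percentage of cells bearing a perinucleolar compartment, from automated 20x imaging of fixed, Hoechst-stained PC3M PTB-GFP cells. Cells were seeded 4 h, then exposed 16 h to compound (23 nl of library stock) in duplicate plates.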
12-hLO inh: inhibitors of human 12-lipoxygenase (ALOX12); P18054; purified 12-hLO, xylenol orange hydroperoxide absorbance; Potency, µM (titrated, usually from 57.1 µM), for the others: at the highest dose activity change, negative = inhibition, most hits filed as inhibitors; 150,000 compounds, 0.12% hits; AID 1452; also: potency is read from the fitted curve at half-maximal effect; nearly all actives have a fitted effect of over 55% in size; many of its hits are not listed in these tables
Target sequence (P18054 whole entry, looked up): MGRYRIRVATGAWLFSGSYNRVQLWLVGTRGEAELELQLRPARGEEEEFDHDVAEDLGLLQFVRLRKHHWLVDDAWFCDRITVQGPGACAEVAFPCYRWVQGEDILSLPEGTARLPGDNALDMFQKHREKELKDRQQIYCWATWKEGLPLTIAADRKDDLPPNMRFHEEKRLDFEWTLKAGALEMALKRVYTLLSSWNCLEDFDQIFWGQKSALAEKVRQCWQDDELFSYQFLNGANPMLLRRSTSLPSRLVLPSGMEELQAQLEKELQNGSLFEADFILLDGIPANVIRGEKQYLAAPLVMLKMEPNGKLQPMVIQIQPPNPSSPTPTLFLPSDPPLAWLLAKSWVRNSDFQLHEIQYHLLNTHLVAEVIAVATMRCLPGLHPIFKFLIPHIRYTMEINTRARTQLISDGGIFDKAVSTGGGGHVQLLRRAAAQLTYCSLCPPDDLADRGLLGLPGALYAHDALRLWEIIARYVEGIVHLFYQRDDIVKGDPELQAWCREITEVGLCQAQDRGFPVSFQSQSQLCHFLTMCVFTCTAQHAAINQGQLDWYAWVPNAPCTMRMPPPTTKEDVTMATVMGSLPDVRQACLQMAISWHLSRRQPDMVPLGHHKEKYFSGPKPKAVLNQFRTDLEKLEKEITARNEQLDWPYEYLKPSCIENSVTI
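Hydroperoxide formation by human 12-lipoxygenase from 40 uM arachidonic acid was followed colorimetrically via ferric-xylenol orange complex, using the 573/405 nm absorbance ratio. Enzyme concentration was 150 nM, with 30 min reaction at room temperature.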
IMPase inh: IMPase inhibition in cells | CHO-M1 cells, IP1 accumulation, HTRF TR-FRET ratio | 120,000 tested, under 10 active | P97697 | inhibition (IP1 accumulation), % at 46.1 µM | AID 901; active = well fitted curve in the direction sought with a large enough effect in the signal ratio, not every such curve was filed as active; inconclusive = small, poorly fitted or top-dose-only effect, or a change in a side signal; inactive = no such curve, though single readings can be large or run the other way; the % refers to the signal ratio;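 also: cells stimulated with carbachol in lithium chloride buffer; plate controls were DMSO basal wells for no effect and reference inhibitor wells for full effect; higher means more IMPase inhibition seen as more IP1 and lower FRET ratio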
Target sequence (P97697 whole entry, looked up): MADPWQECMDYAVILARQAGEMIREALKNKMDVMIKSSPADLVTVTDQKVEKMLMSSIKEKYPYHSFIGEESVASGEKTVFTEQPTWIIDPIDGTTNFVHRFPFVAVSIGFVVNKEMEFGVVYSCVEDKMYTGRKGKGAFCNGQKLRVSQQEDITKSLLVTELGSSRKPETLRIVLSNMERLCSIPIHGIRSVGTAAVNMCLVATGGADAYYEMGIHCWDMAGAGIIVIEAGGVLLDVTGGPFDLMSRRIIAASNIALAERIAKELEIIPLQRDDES
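Elevated IP1 in lysates lowers TR-FRET signal (665/620 ratio and 620 channel reported). Cells were CHO-M1, given carbachol (50 uM as added) plus 50mM LiCl, pH 7.4, 30 min, 37C; compounds titrated up to 46 uM; AC50 by Hill equation.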
ALOX15B inhib: blocks human 15-lipoxygenase 2 activity. AID 881. 110,000 compounds, 0.56% hits. Potency, µM (highest dose often 57.1 µM), for inactives: top-dose activity change, negative = inhibition, usual class: inhibitors. purified 15hLO-2, xylenol orange hydroperoxide absorbance; also: potency is read from the fitted curve at half-maximal effect; nearly all actives have a fitted effect of over 60% in size; many of its hits are not listed in these tables
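Purified human 15hLO-2 (50 nM final) preincubated with compounds 15 min at room temperature in 25 mM Hepes pH 7.5, 0.01% Triton X-100, then 45 uM arachidonic acid added for 90 min; hydroperoxide detected via ferrous/xylenol orange, 573/405 nm absorbance ratio.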
An asterisk follows results filed as active; ? = inconclusive; · = not tested or not shown; [ ] = another dose, or the depositor's remark. Unless noted, calls follow the shape of the dose curve; as a rule, active = well fitted curve in the direction sought with a large enough effect; inconclusive = small, poorly fitted or top-dose-only effect, or another doubt; inactive = no such curve, though single readings can be large; an effect the other way counts as inactive or inconclusive. Unless noted, % is scaled to controls: 0 for no effect and ±100 for the full control effect. Some of the compounds tested (hit frequency here may not be typical).

SMILES,12-hLO inh,ALOX15B inhib,IMPase inh,PNC assembly inh
COc1ccc2c(c1)nc1n2CN(CC2CCCO2)CN1Cc1ccccc1 (stereo not given),-3%,4%,10,-15
CCC(C)NC(=O)COC(=O)Cc1sc(N)nc1-c1ccc(C)cc1 (stereo not given),-3%,·,·,?
CN1CC2=Cc3ccccc3OC23Oc2ccccc2C=C3C1,5%,25%,1,-7
CNC(=O)c1ccc(OCc2ccccc2)c(OC)c1,3%,3%,5,-107*
COc1ccc(C(=O)NC(=S)N2CCCCC2)cc1,-23%,-15%,-2,-7
CN(C)c1nc(-c2ccoc2)nc2ccccc12,-4%,-23%,·,·
Cc1ccc(NC(=O)C(=O)NC2CCCCC2)cc1,-2%,4%,-10,11
O=C(c1ccccc1)N1CCN(C(=O)c2cc3ccccc3o2)CC1,0%,-3%,0,?
CCOC(=O)NC1(NCC(C)C)Oc2ccccc2O1,-15%,-21%,2,-23
Cc1ccc2[nH]c3c(=O)n(Cc4ccncc4)cnc3c2c1,5%,2%,-7,13
CCn1c(SCC(=O)OCc2ccccc2)nnc1-c1ccco1,-5%,-4%,4,48
NS(=O)(=O)c1ccc(CCN=Cc2ccccc2O)cc1,-1%,·,·,9
CCN(CC)c1ccc(/C=N/NS(=O)(=O)c2cccc([N+](=O)[O-])c2)cc1,-4%,·,1,-14
O=C(Nc1ccc(S(=O)(=O)NCc2cccnc2)cc1)c1ccco1,-2%,0%,3,2
Cc1cc(C)nc(SCc2nnc(SCC(=O)OC3CCCCC3)o2)n1,-3%,8%,-3,9
CCc1cc(OCCOCCN(C)C)ccc1Cl,-3%,·,·,74
CCc1ccc2[nH]c(=O)c(CN(Cc3nnnn3C3CCCC3)C3CCCCC3)cc2c1,-4%,15%,3,-1
COc1ccc(/C=N/NC(=O)c2ccccc2)cc1CN1CCN(c2ccc(F)cc2)CC1,1%,15%,0,42
CC1Cc2ccccc2N1C(=O)CSc1nnc2sc3ccccc3n12 (stereo not given),-2%,2%,-4,?
CC1=CC(c2ccccc2)NC(=S)N1 (stereo not given),-10%,·,·,131
COc1ccc(-c2cn(-c3ccc(C)cc3)c(=O)n2CC(=O)Nc2ccc(OC)cc2OC)cc1,-14%,-14%,10,40
CC1=Nn2c(nnc2-c2cccs2)SC1,3%,0%,-2,38
CC1CCC/C(=N\NC(=O)Nc2ccccc2)C1 (stereo not given),1%,·,-15,1
CCOc1ccc(Oc2ccc(C(F)(F)F)cc2N)cc1,-3%,·,·,?

Four compounds already listed, ordered by their value in ALOX15B inhib, highest first.
SMILES,ALOX15B inhib
CCc1ccc2[nH]c(=O)c(CN(Cc3nnnn3C3CCCC3)C3CCCCC3)cc2c1,15%
CC1Cc2ccccc2N1C(=O)CSc1nnc2sc3ccccc3n12 (stereo not given),2%
CC1=Nn2c(nnc2-c2cccs2)SC1,0%
COc1ccc(-c2cn(-c3ccc(C)cc3)c(=O)n2CC(=O)Nc2ccc(OC)cc2OC)cc1,-14%

Remaining list, next part.
SMILES,12-hLO inh,ALOX15B inhib,IMPase inh,PNC assembly inh
CC(=O)Nc1ccc(OC(=O)c2cc3cc(Br)ccc3oc2=O)cc1,0%,·,?,-19
COc1ccc(NC(=O)C(NC(=O)Cc2cccs2)c2ccccc2)cc1 (stereo not given),-1%,·,-1,?
COCc1nnc(NC(=O)CCC2CCCCC2)s1,-4%,-4%,5,20
CC1(C(=O)NC2CCCCC2)CCC(=O)N1Cc1cccnc1 (stereo not given),-1%,-2%,-1,?
Cc1ccc(S(=O)(=O)NCCc2ccncc2)cc1,-5%,1%,8,-26
O=C(O)c1cc(-c2ccncc2)nc2ccccc12,5%[11.4 µM],8%[11.4 µM],·,·
Cc1ccc(C)c(-n2c(-c3csc(C)c3C)n[nH]c2=S)c1,-21%,·,·,?
COc1ccc(C(C(=O)NC2CCCCC2)N(CC2CCCO2)C(=O)CNC(=O)c2ccco2)cc1 (stereo not given),0%,9%,11,11
COCCSc1nnc(NC(=O)C2CCCO2)s1 (stereo not given),-4%,-1%,-5,-24
Cc1c(C#N)c2ccccc2n1CC(=O)NCc1cccnc1,1%,-2%,7,-5
C/C(=N\NC(=O)CSc1nc2ccccc2c(=O)n1-c1ccccc1C)c1cccs1,-2%,·,·,58
COc1ccc(S(=O)(=O)N(C)CC(=O)Nc2ccccc2OC)cc1,5%,-3%,2,-19
O=C1C=C(NCc2ccc(Cl)cc2)CC(c2ccco2)C1 (stereo not given),-4%,3%,7,16
O=C(Nc1ccc(Cl)cc1)Nc1nnc(Cc2ccc([N+](=O)[O-])cc2)s1,2%,·,-5,-24
Nc1ccc(C(=O)C[C@H](N)C(=O)O)cc1O,2%[11.4 µM],-1%[11.4 µM],·,·
COc1ccc(S(=O)(=O)NC(CC(=O)NCc2ccccc2OC)c2ccco2)cc1 (stereo not given),-3%,9%[11.4 µM],-9[1.84 µM],32
CCOC(=O)c1c(NC(=O)CN2C(=O)c3ccccc3C2=O)sc(Cc2ccc3c(c2)OCO3)c1C,-3%,·,·,-26
COc1cccc(-c2ccc(C#N)c(OC(=O)c3ccc(Cl)cc3)n2)c1,-1%,-4%,-6,13
O=C(CN(Cc1ccccc1)C(=O)CCC(=O)Nc1ccccn1)NCc1ccco1,-2%,2%,-7,?
CCNc1ncc2nc(CCc3ccccc3)c(=O)n(C)c2n1,-6%,5%,·,·
Cc1ccccc1-n1c(-c2ccco2)n[nH]c1=S,0%,·,·,-114*
COc1ccc(NC(=O)c2c3c(nc4ccccc24)CCC3)cc1,5%,·,?,-4
O=C(Cc1cccc2ccccc12)NNC(=O)Nc1cccc(Cl)c1,4%,·,5,12
O=C1Nc2cc(Cl)c(Cl)cc2N(O)N1c1cccc(Cl)c1,4%,-8%,0,92
Cc1ccc(CN2C(=O)CCC2C(=O)NCc2ccco2)cc1 (stereo not given),2%,2%,-5,-12
O=C(N/N=C/c1ccc(Br)cc1)c1ccccc1-n1cccc1,-12%,2%,3,-15
Cc1cc(C(=O)CSc2nnc(-c3ccccc3)n2-c2ccccc2)c(C)n1-c1ncn[nH]1,4%,-4%,6,0
CSCCC(NC(=O)CCN1C(=O)c2ccccc2C1=O)C(=O)O (stereo not given),-1%,5%,6,-22
CSC1=NC2(CC(c3ccccc3)Oc3cc(O)ccc32)CC(C)(C)N1 (stereo not given),3%,·,2,-15
COc1cccc(-c2ccc(C#N)c(OC(=O)c3c(Cl)cccc3Cl)n2)c1,-5%,-7%,2,8
Cc1ccc(S(=O)(=O)N2CCN(C(=O)CCC(=O)N3CCc4ccccc43)CC2)cc1,-2%,5%,8,14
CCCn1c(C)cc(=O)c2cc(NC(=O)c3cnccn3)ccc21,0%,3%,14,18
O=C(COC(=O)c1cc2ccccc2o1)c1ccccc1,-1%,-9%,5,?
CCOC(=O)c1c(NC(=O)CSc2nnc(Cc3csc(N)n3)n2C)sc(C)c1C,1%,26%,-8,-26
COc1ccccc1NC(=O)CSc1nnc(Cn2c(=O)sc3ccccc32)n1C,3%,·,0,55
Cc1ccc(NC(=O)c2cc([N+](=O)[O-])ccc2NCc2cccnc2)cc1Cl,-8%,18%,3,45
C#CCOCCOCCOCCNc1nc(N2CCN(C(=O)[C@H]([C@@H](C)CC)n3cc(CCCN=C(N)N)nn3)CC2)nc(N2CCN(C(=O)[C@H]([C@@H](C)CC)n3cc(CCCN=C(N)N)nn3)CC2)n1,11%,·,·,25
Cn1nnnc1Sc1ncnc2scc(-c3ccccc3)c12,-2%,-14%,17,?
O=C(Cn1ccc2ccccc2c1=O)NCCC(=O)N1CCN(c2cccc(C(F)(F)F)c2)CC1,-3%,2%,2,34
S[C@@H]1CCCN(Cc2ccccc2)C1,1%[11.4 µM],1%[11.4 µM],·,·
Cc1cccc(NC2=C/C(=N/S(=O)(=O)c3cccs3)c3ccccc3C2=O)c1,0%,·,·,-97*
Cc1nc(NC(=O)c2ccc([N+](=O)[O-])cc2Cl)sc1C(=O)N(C)C,-2%,·,·,36
C=C1C2(C(=O)NCc3ccco3)CCC(C2)C1(C)C (stereo not given),-2%,0%,5,?
CC(NC(=O)OCc1ccccc1)C(=O)Oc1cc2oc(=O)cc(-c3ccccc3)c2cc1Cl (stereo not given),-2%,·,-19,33
O=C1C=CN(C(=O)Oc2ccccc2)CC1,1%,·,·,-5
CCCn1c(NC(=O)C2CCN(S(=O)(=O)c3cccs3)CC2)nc2ccccc21,0%,56%[activator],4,-18
CCNc1nc(NC(C)C)nc(OCCNS(=O)(=O)c2cc(C)ccc2C)n1,-4%,16%,0,-5
COc1ccc(NC(=O)NCc2cccnc2)cc1OC,-1%,0%,-13,9
CCN(CC)S(=O)(=O)c1ccc2[nH]cc(C(=O)NCCCN3CCCCC3C)c(=O)c2c1 (stereo not given),-3%,7%,0,-10
NS(=O)(=O)c1ccc(CCNC(=O)CN2CCN(c3ccccc3O)CC2)cc1,-2%,·,-1,?
O=C(NC1CCCCC1)C(c1ccccc1)N(C(=O)Cc1ccsc1)c1ccccc1 (stereo not given),4%,-17%[11.4 µM],-12[1.84 µM],?
CN1CCC[C@H](C(=O)OCC(=O)[C@]2(O)CC[C@@H]3[C@H]4CCC5=CC(=O)CC[C@@]5(C)[C@H]4[C@@H](O)C[C@]32C)C1,6%[11.4 µM],-3%[11.4 µM],·,·
COc1cccc(C(=O)NC2(C(F)(F)F)N=C3SCCN3C2=O)c1 (stereo not given),-2%,-2%,2,9
Nc1nc2c(F)cccc2s1,-1%,·,-8,?
CC1(C)CC(=O)C2=C(C1)OC(N)=C(C#N)C21C(=O)N(Cc2ccccc2Cl)c2ccccc21 (stereo not given),-4%,4%,-8,-17

For reference, some entries already given.
SMILES,12-hLO inh,ALOX15B inhib,IMPase inh,PNC assembly inh
CCN(CC)S(=O)(=O)c1ccc2[nH]cc(C(=O)NCCCN3CCCCC3C)c(=O)c2c1 (stereo not given),-3%,7%,0,-10
NS(=O)(=O)c1ccc(CCNC(=O)CN2CCN(c3ccccc3O)CC2)cc1,-2%,·,-1,?
O=C(NC1CCCCC1)C(c1ccccc1)N(C(=O)Cc1ccsc1)c1ccccc1 (stereo not given),4%,-17%[11.4 µM],-12[1.84 µM],?
CN1CCC[C@H](C(=O)OCC(=O)[C@]2(O)CC[C@@H]3[C@H]4CCC5=CC(=O)CC[C@@]5(C)[C@H]4[C@@H](O)C[C@]32C)C1,6%[11.4 µM],-3%[11.4 µM],·,·
COc1cccc(C(=O)NC2(C(F)(F)F)N=C3SCCN3C2=O)c1 (stereo not given),-2%,-2%,2,9

Bioassay records: PubChem BioAssay, National Center for Advancing Translational Sciences (NCATS)
